High-throughput results deposited in PubChem by Sanford-Burnham Center for Chemical Genomics.
tim10-1 inh = growth inhibitors of tim10-1 mutant yeast; S. cerevisiae tim10-1 ts strain growth, BacTiter-Glo, 24 h; inhibition, % at 20 µM; 330,000 compounds, 2.2% hits; AID 463190;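 active means inhibition of at least 40%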;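 further: mutant grown at 25 °C; 0% = DMSO wells with yeast and 100% = wells holding no yeast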
tim23-1 inh = tim23-1 yeast growth inhibition | inhibition, % at 20 µM | AID 463212 | S. cerevisiae tim23-1 growth, BacTiter-Glo luminescence, 24 h | 330,000 compounds, 1.3% hits;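 active means growth inhibition of the mutant yeast at or above 50%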;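 further: temperature-sensitive mutant grown at 25 °C; plate controls were DMSO-treated mutant yeast for no effect and medium wells lacking yeast for full effect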
UPR XBP1 act = adaptive UPR (XBP1) activation; activation, % at 20 µM; CHO-XBP1 luciferase reporter, IRE1-XBP1 UPR activation, luminescence; percent of tunicamycin response, DMSO as zero; 330,000 compounds, 0.33% hits; AID 463104;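 active means versus positive control, 20 µM dose yields 30% or more activation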;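 further: 100% = tunicamycin at 10 µg/mL and 0% = DMSO only wells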
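Signal: luciferase luminescence; Assay system: CHO-XBP1 luciferase reporter cells; Amount: one thousand reporter cells per well; Dosing: 20 µM single concentration, DMSO 1%; Benchmarks: high control tunicamycin 10 µg/mL final, low control DMSO vehicle only; Schedule: 6 h compound exposure at 37 °C, 5% CO2; Evaluation: percent activation relative to tunicamycin reference.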
UPR CHOP act = activators of apoptotic arm of unfolded protein response (CHOP); CHO-CHOP luciferase reporter, UPR activation, luminescence; percent of tunicamycin response over DMSO baseline; activation, % at 10 µM; 330,000 compounds, 0.34% hits;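 active means at 10 µM dose, activation of 40% or more, normalized to positive control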;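 further: 100% = tunicamycin at 10 µg/mL and 0% = DMSO alone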
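System: CHO-CHOP luciferase reporter cell line; amount: 500 cells/well; buffer or medium: F12 medium containing 10% fetal bovine serum; incubation: 6 h compound exposure at 37 °C after overnight seeding; measured by: luciferase luminescence after 10 min with Steady-Glo reagent; evaluation: % reporter activation, DMSO baseline versus tunicamycin full activation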
697 NFkB inh = inhibitors of the PMA/ionomycin-induced NF-kB reporter in 697 B cells; 330,000 compounds, 0.33% hits; 697 B-cell NF-kB luciferase reporter, 16 h; AID 435022; inhibition, % at 4 µM; in the data active means inhibition above about 35%
Mdm2 MdmX PPI = disrupts the human Mdm2-MdmX interaction; SaOS-2 split-luciferase Mdm2/MdmX complementation, luminescence; inhibition, % at 8 µM; 330,000 compounds, 3% hits; AID 485346;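 active means inhibition of at least 50% at 8 µM in the primary screen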
Target sequence (O15151 whole entry, looked up): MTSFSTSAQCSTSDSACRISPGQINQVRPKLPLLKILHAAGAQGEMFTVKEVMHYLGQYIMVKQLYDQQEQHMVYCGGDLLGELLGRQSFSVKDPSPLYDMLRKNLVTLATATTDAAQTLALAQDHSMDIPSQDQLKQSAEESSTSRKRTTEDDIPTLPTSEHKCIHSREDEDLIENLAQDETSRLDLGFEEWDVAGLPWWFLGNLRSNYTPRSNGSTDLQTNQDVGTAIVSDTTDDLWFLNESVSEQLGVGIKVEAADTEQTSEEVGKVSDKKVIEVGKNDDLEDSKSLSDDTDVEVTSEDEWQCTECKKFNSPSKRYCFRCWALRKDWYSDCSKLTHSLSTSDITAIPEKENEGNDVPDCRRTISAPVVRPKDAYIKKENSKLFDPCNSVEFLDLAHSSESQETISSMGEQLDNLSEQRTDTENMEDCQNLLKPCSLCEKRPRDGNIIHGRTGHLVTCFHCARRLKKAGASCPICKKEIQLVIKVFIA
Target sequence (Q00987 whole entry, looked up): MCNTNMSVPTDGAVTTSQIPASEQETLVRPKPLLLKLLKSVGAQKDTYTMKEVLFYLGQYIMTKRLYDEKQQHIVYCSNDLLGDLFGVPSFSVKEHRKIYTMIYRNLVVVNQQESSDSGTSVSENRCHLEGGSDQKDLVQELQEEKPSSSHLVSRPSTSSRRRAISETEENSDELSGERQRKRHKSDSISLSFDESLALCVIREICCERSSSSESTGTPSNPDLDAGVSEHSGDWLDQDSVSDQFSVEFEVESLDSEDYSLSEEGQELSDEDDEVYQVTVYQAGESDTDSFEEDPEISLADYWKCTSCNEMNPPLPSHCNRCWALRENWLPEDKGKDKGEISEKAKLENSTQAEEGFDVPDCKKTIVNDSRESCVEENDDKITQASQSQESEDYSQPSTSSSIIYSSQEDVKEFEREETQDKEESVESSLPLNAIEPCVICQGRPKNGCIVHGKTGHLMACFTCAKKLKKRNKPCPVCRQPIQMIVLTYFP
Jurkat NFkB inh = inhibitors of the PMA/ionomycin-induced NF-kB reporter in Jurkat cells. PMA/ionomycin-induced NF-kB luciferase reporter, luminescence. inhibition, % at 4 µM. 330,000 compounds, 0.53% hits. AID 435003; in the data active means inhibition above about 50%
TIM10 inh = growth inhibitors of TIM10 yeast strain; inhibition, % at 10 µM; S. cerevisiae TIM10 strain growth, BacTiter-Glo luminescence, 24 h; 330,000 compounds, 1.4% hits;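 active means inhibition of 40% or more at the single tested concentration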;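 further: wild-type TIM10 isogenic control strain grown at permissive 25 °C; 0% = DMSO yeast wells and 100% = minimal medium wells without yeast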
An asterisk follows results filed as active.

SMILES	tim10-1 inh	tim23-1 inh	UPR XBP1 act	UPR CHOP act	697 NFkB inh	Mdm2 MdmX PPI	Jurkat NFkB inh	TIM10 inh
O=C(N/N=C/C=C/c1ccccc1)C(O)c1ccccc1 (stereo not drawn)	7	13	4	3.1	2	4	-16	-8
CC(=O)N1CCN(C(=O)c2cc3c(s2)CCC(C)C3)CC1 (stereo not drawn)	-1	2	0	0.0	-7	23	-17	-5
CCOC(=O)C1CCCCN1C(=O)c1oc2c(Cl)cc(C)cc2c1C (stereo not drawn)	23	26	-6	3.6	-7	-33	-1	6
Cc1ccc(S(=O)(=O)N2CCC[C@H]2C(=O)OCCN2C(=O)c3ccccc3C2=O)cc1	19	23	-1	1.6	0	9	9	4
COC(=O)Nc1ccc(C)c2nsnc12	0	2	0	-2.9	19	21	2	0
N#CC1=C(SCC(=O)Nc2cccc3cccnc23)NC(=O)C(C#N)C12CCCCC2 (stereo not drawn)	34	41	1	1.9	-1	-9	5	36
CCC1CCCCN1C(=O)CCS(=O)(=O)c1ccc2c(c1)CCN2C(C)=O (stereo not drawn)	-4	9	-5	-0.3	-22	8	10	13
COC(=O)c1c(NC(=O)C(=O)NCCCN2CCOCC2)sc2c1CCC2	2	-2	-2	-3.0	6	31	-4	10
Cn1cc(S(=O)(=O)NCC2CCCO2)c(=O)n(C)c1=O (stereo not drawn)	-22	-6	-1	2.6	-21	-2	-24	-13
CCCCc1cc(=O)oc2cc(C)cc(OCC(=O)N3CCC(C(N)=O)CC3)c12	2	11	-2	0.0	18	1	7	0
CCN(CC)S(=O)(=O)c1ccc2c(c1)N(CC(=O)NCCN1CCOCC1)C(=O)CO2	-4	0	0	0.2	2	10	-3	-6
O=C(Nc1nc(-c2cc(F)ccc2F)cs1)C1=COCCO1	46*	32	5	3.4	-35	10	-8	27
COc1ccc(C(=O)COC(=O)Cn2nnc3ccccc32)cc1Br	15	16	3	0.5	18	-3	12	5
CCOc1ncccc1C(=O)Nc1ccc(C)c(S(=O)(=O)N2CCCCCC2)c1	11	12	5	-0.2	-17	16	4	13
CCc1ccc(NC(=O)c2cc(CC(C)C)on2)cc1	6	4	2	4.3	-21	-100	-124	5
C(=N\N(Cc1ccccc1)c1ccccc1)/c1cccnc1	-4	20	-2	3.0	12	9	-3	-1
Cc1ccc(CCNC(=O)c2ccc(CS(=O)(=O)Cc3ccccc3F)o2)cc1	30	14	0	1.2	17	-6	-1	23
COc1ccc(-n2ncc3c2CC(C)(C)CC3NC(=O)CCc2c(C)noc2C)cc1 (stereo not drawn)	4	4	-3	2.1	17	11	20	0
CNCc1c(OCc2ccccc2F)ccc2ccccc12	1	-9	7	0.1	8	25	32	1
Cc1ccc(S(=O)(=O)Nc2ccc3c(c2)OCCO3)cc1	9	22	0	1.4	17	-8	6	10
CSc1ncccc1C(=O)OCC(=O)NC(C)CCc1ccccc1 (stereo not drawn)	-17	13	0	0.7	21	-1	-7	-5
CCOc1ccc(CCNC(=O)CCOc2cc(C)ccc2C)cc1OCC	-9	24	-5	2.3	-9	21	-11	20
COc1ccccc1C(=O)NC1CCN(C(=O)Nc2ccc(C)cc2)CC1	-2	-9	-2	0.3	13	24	15	0
Cc1ccc(Cl)c(OCC(=O)Nc2cccnc2)c1	-10	-4	-1	1.1	0	12	-77	-1
Cc1ccc(-c2cc(C(=O)N3CCN(c4ccc(O)cc4)CC3)c3ccccc3n2)cc1	19	33	3	3.8	-42	34	-27	24

Gathered by group, the compounds so far with fluorine (3)
SMILES	tim10-1 inh	tim23-1 inh	UPR XBP1 act	UPR CHOP act	697 NFkB inh	Mdm2 MdmX PPI	Jurkat NFkB inh	TIM10 inh
O=C(Nc1nc(-c2cc(F)ccc2F)cs1)C1=COCCO1	46*	32	5	3.4	-35	10	-8	27
Cc1ccc(CCNC(=O)c2ccc(CS(=O)(=O)Cc3ccccc3F)o2)cc1	30	14	0	1.2	17	-6	-1	23
CNCc1c(OCc2ccccc2F)ccc2ccccc12	1	-9	7	0.1	8	25	32	1

Only Mdm2 MdmX PPI, TIM10 inh and UPR CHOP act, for six of the compounds above:
| Compound | Mdm2 MdmX PPI | TIM10 inh | UPR CHOP act |
| --- | --- | --- | --- |
| CCN(CC)S(=O)(=O)c1ccc2c(c1)N(CC(=O)NCCN1CCOCC1)C(=O)CO2 | 10 | -6 | 0.2 |
| O=C(Nc1nc(-c2cc(F)ccc2F)cs1)C1=COCCO1 | 10 | 27 | 3.4 |
| COc1ccc(C(=O)COC(=O)Cn2nnc3ccccc32)cc1Br | -3 | 5 | 0.5 |
| CCOc1ncccc1C(=O)Nc1ccc(C)c(S(=O)(=O)N2CCCCCC2)c1 | 16 | 13 | -0.2 |
| CCc1ccc(NC(=O)c2cc(CC(C)C)on2)cc1 | -100 | 5 | 4.3 |
| C(=N\N(Cc1ccccc1)c1ccccc1)/c1cccnc1 | 9 | -1 | 3.0 |

The listing picks up, starting three compounds before the break.
SMILES	tim10-1 inh	tim23-1 inh	UPR XBP1 act	UPR CHOP act	697 NFkB inh	Mdm2 MdmX PPI	Jurkat NFkB inh	TIM10 inh
COc1ccccc1C(=O)NC1CCN(C(=O)Nc2ccc(C)cc2)CC1	-2	-9	-2	0.3	13	24	15	0
Cc1ccc(Cl)c(OCC(=O)Nc2cccnc2)c1	-10	-4	-1	1.1	0	12	-77	-1
Cc1ccc(-c2cc(C(=O)N3CCN(c4ccc(O)cc4)CC3)c3ccccc3n2)cc1	19	33	3	3.8	-42	34	-27	24
O=C(c1cc(COc2ccc(F)cc2Cl)on1)N(CCO)Cc1cccs1	25	29	-2	4.3	-16	-10	2	7
COc1ccc(NC(=O)c2ccc(F)cc2)cc1S(=O)(=O)Nc1cc(C)ccc1Br	14	-4	-2	1.9	-4	42	-10	8
O=C(NCC1CCCO1)c1ccccc1NS(=O)(=O)c1cccc([N+](=O)[O-])c1 (stereo not drawn)	-13	4	0	0.9	19	-12	-8	0
CN(Cc1ccccc1)C(=O)COC(=O)CCN1C(=O)C2CC=CCC2C1=O (stereo not drawn)	8	17	0	3.6	13	6	2	1
Fc1ccc(Oc2nc(-c3ccccc3)nnc2C(F)(F)F)cc1	50*	47	-4	1.2	-40	-10	-43	38
O=C(COc1ncnc2ccccc12)NC(=O)NCc1ccccc1	4	-3	-1	0.7	10	4	2	-9
Cc1c(NC2=CC(=O)CC(C)(C)C2)ccc([N+](=O)[O-])c1C	-21	-58	-1	-0.9	-1	-1	-14	-83
CC(C)CSc1nsc(N)n1	8	15	-2	2.9	-34	-37	-22	5
CN(C)/C=C/C=C1C(=O)CCCC1=O	12	-3	-1	0.2	-1	8	6	-9
CC(=O)Nc1cccc(C)c1	1	5	-1	1.8	26	24	20	-3
CC(C)N1CCN(Cc2cccc(-c3ccco3)c2)CC1CCO (stereo not drawn)	11	7	0	-0.3	7	20	-14	-10
Cc1ccccc1CNC(=O)C(=O)Nc1nccs1	-2	-3	3	0.5	0	20	8	-4
Cc1cccc(N=C2NC(=O)/C(=C/c3cccnc3)S2)c1C	27	23	2	0.0	-1	-1	10	11
Cc1ccc(S(=O)(=O)N2CCOCC2)cc1C(=O)Nc1ccncc1	3	4	-3	-2.0	-12	12	-12	1
COc1ccc(C(=O)N(CC(=O)NC(C)(C)C)c2ccc3c(c2)OCCO3)cc1OC	2	27	-4	-0.1	5	-8	-9	0
CCOc1ccccc1NC(=O)NNC(=O)COc1cccc(C)c1C	4	8	-4	1.6	-13	16	3	4
O=C(Nc1ccncc1)C1CCN(S(=O)(=O)c2c(Cl)cccc2Cl)CC1	-10	-5	-2	1.3	-7	1	2	-3
CCC(=O)Nc1cc(-c2cc3ccccc3oc2=O)ccc1OC	-23	11	-1	-0.3	-75	-14	-115	-3
CCC(=O)c1ccc(SC(=O)N(C)C)cc1O	-13	3	-1	4.3	6	12	-10	-6
O=C(Cc1cccc2ccccc12)Nc1ccc(N2CCOCC2)cc1	-16	-13	3	0.8	1	-5	4	-19
COc1ccc(NC(=O)Nc2ccc(N3CCOCC3)c3nonc23)c(OC)c1	-4	5	3	0.4	22	36	14	4
Cc1cc(OCC(=O)N2CCN(c3cccc(Cl)c3)CC2)c2c(C)c(C)c(=O)oc2c1	12	5	-3	0.7	-15	49	-3	8
COc1ccccc1-c1coc2c(CN3CCCCC3C)c(O)ccc2c1=O (stereo not drawn)	-22	-5	-4	0.8	-7	0	5	-5
COc1cccc(CN2CCNC(=O)C2CC(=O)NC2CCCCCCC2)c1 (stereo not drawn)	1	13	0	1.4	0	21	-6	12
N#Cc1ccc(C(=O)Nc2cc(S(=O)(=O)N3CCOCC3)ccc2N2CCCC2)cc1	7	8	-3	-0.1	-9	-18	7	9
SMILES	tim10-1 inh	tim23-1 inh	UPR XBP1 act	UPR CHOP act	697 NFkB inh	Mdm2 MdmX PPI	Jurkat NFkB inh	TIM10 inh
CN(C(=O)CS(=O)(=O)c1cccc(Cl)c1)c1ccccc1	14	8	-1	-1.1	14	23	9	-17
COc1ccc(N2CCN(Cc3cc(=O)oc4ccc(C)cc34)CC2)cc1	18	4	0	0.6	5	-2	9	10
COc1ccc(OCc2cc(=O)[nH]c3ccccc23)cc1	6	18	2	1.3	-8	10	-15	16
COc1cccc(CNC(=O)CCC2CCCN(C(=O)CCc3c(C)noc3C)C2)c1 (stereo not drawn)	-1	11	-2	-2.0	24	23	1	-1
O=C(CCC(=O)c1cccs1)NCc1ccc(Cl)cc1	20	24	-2	0.6	-3	-3	-11	8
CCOc1cc(C(=O)Nc2ccc(N3CCN(C(C)=O)CC3)cc2)cc(OCC)c1OCC	-6	-10	-7	1.2	-3	27	-7	-6
O=C(CSc1nc2ccccc2c(=O)n1-c1ccc(F)cc1)Nc1ccc(C(=O)O)cc1	21	-8	-3	-1.4	3	3	-33	-3
COC(=O)c1ccccc1C(=O)N1CCCC(CCC(=O)NCc2ccc(F)c(F)c2)C1 (stereo not drawn)	-2	-3	-1	2.4	6	9	2	3
COCCCNC(=O)CSC1=Nc2ccccc2C2=NC(c3ccccc3)C(=O)N12 (stereo not drawn)	11	22	-1	0.0	16	-3	21	-6
Nn1c(SCC(=O)Nc2ccccc2)nnc(Cc2ccccc2)c1=O	-1	10	-1	1.3	3	0	-3	-2
O=C(CN1CCN(c2ccccc2O)CC1)Nc1cc([N+](=O)[O-])ccc1Cl	-13	7	-3	-2.1	-3	7	8	13
CC(=O)Nc1ccc(NC(=O)CSc2nnc(CC(C)O)n2-c2ccccc2)cc1 (stereo not drawn)	-4	2	1	0.8	13	1	-1	-3
COc1ccc(OC)c(NC(=O)c2nnn(CCc3ccccc3)c2N)c1	-1	1	0	0.9	8	5	16	-7
O=[N+]([O-])c1ccc(CN2C=NS(=O)(=O)c3ccccc32)cc1	-4	3	-1	0.8	-3	-8	5	-2
CC(=O)Nc1ccc(S(=O)(=O)Nc2ccc(Nc3ccccc3)cc2)cc1	-22	-5	4	1.4	4	-7	2	0

2 of the compounds above, with each value named.
> CCC1CCCCN1C(=O)CCS(=O)(=O)c1ccc2c(c1)CCN2C(C)=O (stereo not drawn)
  tim10-1 inh: -4	tim23-1 inh: 9	UPR XBP1 act: -5	UPR CHOP act: -0.3	697 NFkB inh: -22	Mdm2 MdmX PPI: 8	Jurkat NFkB inh: 10	TIM10 inh: 13
> COC(=O)c1c(NC(=O)C(=O)NCCCN2CCOCC2)sc2c1CCC2
  tim10-1 inh: 2	tim23-1 inh: -2	UPR XBP1 act: -2	UPR CHOP act: -3.0	697 NFkB inh: 6	Mdm2 MdmX PPI: 31	Jurkat NFkB inh: -4	TIM10 inh: 10
